Screens deposited in PubChem by National Center for Advancing Translational Sciences (NCATS).
GCN5L2 inh = GCN5L2 (KAT2A) acetyltransferase inhibition; Potency, µM (titrated, usually from 58.9 µM), for the others: at the top dose activity change, negative = inhibition, hits mostly inhibitors; hit rate 0.21% among 390,000; AID 504327; Q92830; GCN5L2 HAT assay, ThioGlo1 CoA-SH fluorescence
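Titration-based screen in which CoA formation is detected via maleimide probe ThioGlo1 (50uM) turning fluorescent on thiol reaction; substrates H3(1-25) 75uM and acetyl-CoA 70uM, GCN5L2 20nM, 20 min incubation at room temperature.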
TDP1 block = inhibitors of human tyrosyl-DNA phosphodiesterase TDP1. recombinant TDP1, AlphaScreen DNA substrate cleavage. Potency, µM (titrated, usually from 130 µM), without a hit: at the top dose activity change, negative = inhibition, hits mostly inhibitors. hit rate 0.28% among 350,000. AID 485290; note: nearly all actives have a fitted effect of over 40% in size
Target sequence (Q9NUW8 whole entry, looked up): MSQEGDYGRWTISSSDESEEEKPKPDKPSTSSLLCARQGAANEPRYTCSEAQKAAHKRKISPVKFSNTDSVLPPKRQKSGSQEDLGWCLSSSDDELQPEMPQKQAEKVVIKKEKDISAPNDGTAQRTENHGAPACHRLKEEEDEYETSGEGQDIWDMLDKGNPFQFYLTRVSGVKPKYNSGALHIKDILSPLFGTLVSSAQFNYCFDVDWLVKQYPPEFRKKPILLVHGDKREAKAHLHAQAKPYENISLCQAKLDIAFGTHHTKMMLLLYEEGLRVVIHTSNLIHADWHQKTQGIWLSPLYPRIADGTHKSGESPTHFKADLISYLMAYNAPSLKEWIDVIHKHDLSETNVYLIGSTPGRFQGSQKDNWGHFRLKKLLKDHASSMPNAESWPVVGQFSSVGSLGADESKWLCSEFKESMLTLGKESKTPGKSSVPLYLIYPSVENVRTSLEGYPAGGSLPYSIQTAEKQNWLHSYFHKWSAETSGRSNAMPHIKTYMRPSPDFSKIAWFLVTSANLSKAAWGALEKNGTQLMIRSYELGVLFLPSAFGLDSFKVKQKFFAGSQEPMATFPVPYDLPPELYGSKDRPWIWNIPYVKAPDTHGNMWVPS
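E. coli-derived human Tdp1, 1 nM final. Cpd preinc 15 min RT; substrate 15 nM final, 5 min RT; AS bead mix 10 ug/ml final, 10 min RT. Signal loss = tyrosine-FITC cleavage. No-enzyme wells = max signal.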
DT40 TDP1 no CPT = qHTS for Inhibitors of human tyrosyl-DNA phosphodiesterase 1 (TDP1): qHTS in cells in absence of CPT | Potency, µM (highest dose often 46.2 µM), inactives show at the highest dose activity change, negative = growth inhibition, hits mostly inhibitors | AID 686978, 2013 | DT40 Tdp1-/- hTDP1 cells, no CPT, ATP luminescence, 48 h | hit rate 15% among 420,000; note: nearly all actives have a fitted effect of over 55% in size
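Seeded 400 DT40-hTDP1 cells/well (vehicle DMSO, no 20 nM CPT); pinned compounds; ≥48 hr at 37 °C; CellTiter-Glo luminescence as viability measure.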
Numbers without * were called inactive; ? = inconclusive; · = not tested or not shown; & = joins results of further samples; ! = a repeat was not active; [ ] = another dose, or the depositor's remark. Calls come from the whole dose curve; as a rule, active = well fitted curve in the direction sought with a large enough effect; inconclusive = small, poorly fitted or top-dose-only effect, or another doubt; inactive = no such curve, though single readings can be large; an effect the other way counts as inactive or inconclusive. % is set by controls: 0 for no effect and ±100 for the full control effect; potency is the fitted concentration of half-maximal effect.

The first 5 compounds, to show the layout:
SMILES	GCN5L2 inh	TDP1 block	DT40 TDP1 no CPT
Cc1ccc(S(=O)(=O)NC(CCc2ccccc2)CC(=O)C(C)(C)C)cc1 (stereo unspecified)	-10%	3%	16µM*
COc1cc(-c2cc(C(=O)NCc3ccc(S(N)(=O)=O)cc3)c3ccccc3n2)cc(OC)c1OC	-6%	-7%	?
O=C(CC1CCCCC1)NCCCN1CCOCC1	-6%	4%	-3%
Cc1ccc(-c2nnc(SCC(=O)N/N=C/c3ccccc3C(=O)O)n2-c2ccc(C)cc2)cc1	-3%	6%	5%
c1ccc2[nH]c(NC3=NCCC3)nc2c1	-12%	7%	?

The whole of this part, repeating the preview:
SMILES	GCN5L2 inh	TDP1 block	DT40 TDP1 no CPT
Cc1ccc(S(=O)(=O)NC(CCc2ccccc2)CC(=O)C(C)(C)C)cc1 (stereo unspecified)	-10%	3%	16µM*
COc1cc(-c2cc(C(=O)NCc3ccc(S(N)(=O)=O)cc3)c3ccccc3n2)cc(OC)c1OC	-6%	-7%	?
O=C(CC1CCCCC1)NCCCN1CCOCC1	-6%	4%	-3%
Cc1ccc(-c2nnc(SCC(=O)N/N=C/c3ccccc3C(=O)O)n2-c2ccc(C)cc2)cc1	-3%	6%	5%
c1ccc2[nH]c(NC3=NCCC3)nc2c1	-12%	7%	?
COc1ccc(NC(=O)CCNS(=O)(=O)c2ccc3c(c2)CC(C)N3C(C)=O)cc1 (stereo unspecified)	-3%	0%	1%
O=C(Oc1ccccc1N1C(=O)C2CCCCC2C1=O)c1ccccc1F (stereo unspecified)	-2%	-4%	5%
Cc1ccc2nc(C)c(C(=O)N/N=C/c3ccco3)cc2c1	-6%	1%	-2%
CN(C)c1ccc(/C=C/C(=O)c2ccccc2O)cc1	-5%	12%	-23%
COc1ccc(N2CCN(C(=O)COC(=O)c3oc4ccccc4c3C)CC2)cc1	-5%	6%	16µM*
O=[N+]([O-])c1cccc(C(=Nc2ccccc2)NO)c1	33%[activator]	2%	?
Cc1cc(C)c(S(=O)(=O)N2CCC(n3c(C(F)(F)F)nc4cccnc43)CC2)c(C)c1	-12%	8%	?
COc1ccc(N2CCN(C(=O)C(CC(C)C)NS(=O)(=O)c3ccc4nc(C)sc4c3)CC2)cc1 (stereo unspecified)	-11%	-1%	-82%
CCN(CC)CCCNC(=O)c1csc(Nc2cccc3ccccc23)n1	-12%	5%	-25%
CC1(C)CC(=O)C2=C(C1)NC(Nc1nc3ccccc3o1)=NC2c1ccccc1Cl (stereo unspecified)	·	0%	7.1µM*
Cc1ccc(N2C(=O)CC(N3CCN/C3=C3\CC/C(=C\c4ccccc4)C3=O)C2=O)cc1 (stereo unspecified)	0%	8%	0%
Cc1ccccc1NC(=O)Cn1nc(-c2ccc(Cl)s2)ccc1=O	-4%	·	9%
COc1cc(OC)cc(C(=O)Nc2ccccc2C(=O)NC2CC2)c1	-4%	0%	16µM*
OCc1ccc(-c2nn(Cc3ccccc3)c3ccccc23)o1	-5%&-3%	12%[56.1 µM]	18µM*!
COc1ccc(CNC(=O)C(C)N2C(=O)COc3ccc(C)cc32)c(OC)c1 (stereo unspecified)	-11%	5%	?
Cc1c(CCC(=O)O)c(=O)oc2cc3occ(-c4ccc(Cl)cc4)c3cc12	-24%	·	-2%
CC(=O)Oc1ccc2c(=O)c(-c3ccccc3)coc2c1	-7%	2%	?
COc1cc(OC)cc(C(=O)Nc2cccc3c2CCCC3)c1	-4%	·	-26%
Cc1cc(C)n(C(=O)CCC(=O)NCc2ccccc2)n1	1%	-2%	-15%
CCN(C(=O)COC(=O)c1ccccc1Nc1cccc(C)c1C)C1CCS(=O)(=O)C1 (stereo unspecified)	?	9%	?
Cc1nc(NC(=O)CN2CCCCC2)sc1C(=O)N(C)C	-4%	6%	-8%
CC1CC(C)CN(C(=O)c2nn(C)c3c2CSc2ccccc2-3)C1 (stereo unspecified)	?	·	23µM*
O=C(Nc1cccc(S(=O)(=O)N2CCCCC2)c1)C1CCCC1	-1%	0%	?
O=C(CCc1ccccc1)Nc1ccc2c(c1)C(=O)OC2	27%	·	-18%
Nc1ncn([C@H]2C[C@H](O)[C@@H](CO)O2)c(=O)n1	-11%	·	0.1µM*

Single records (already shown):
Entry for COc1ccc(NC(=O)CCNS(=O)(=O)c2ccc3c(c2)CC(C)N3C(C)=O)cc1 (stereo unspecified) = GCN5L2 inh = -3%; TDP1 block = 0%; DT40 TDP1 no CPT = 1%
Entry for COc1cc(OC)cc(C(=O)Nc2ccccc2C(=O)NC2CC2)c1 = GCN5L2 inh = -4%; TDP1 block = 0%; DT40 TDP1 no CPT = 16µM*

Carrying on:
SMILES	GCN5L2 inh	TDP1 block	DT40 TDP1 no CPT
C#CCOC(=O)CCCC(=O)NCCCCCCCC	-3%	6%	?
Cc1nc(N)[nH]c(=O)c1CCC(=O)OCC(C)C	-6%	-6%[56.1 µM]	-2%
CCc1nnc(NC(=O)CCC(=O)N2CCC(Cc3ccccc3)CC2)s1	-2%	5%	?
O=C(c1cccs1)N1CCOCC1	-3%	-6%	-12%
COc1ccc(C2C=C(c3ccc(Br)cc3)Nc3nc(N4C(=O)CCC4=O)nn32)cc1 (stereo unspecified)	-13%	2%	-2%
C=CCn1c(O)c(CN2CCCCC2)c(C)c(C#N)c1=O	-2%	3%	8%
O=C(COC(=O)C1CCN(c2ccc(C(F)(F)F)cn2)CC1)NC1CCCCC1	2%	-13%	?
COCCn1nnnc1C(c1ccc(C)cc1)N1CCN(Cc2ccc3c(c2)OCO3)CC1 (stereo unspecified)	-2%	6%	?
COc1cc(/C=N/NC(=O)c2nnn(-c3nonc3N)c2-c2cccs2)ccc1O	-7%	5%	-29%
Cn1c(N)c(C(=O)CSc2nc(C3CC3)n(-c3ccccc3)n2)c(=O)n(C)c1=O	1%	0%	?
CC1CCN(CCCNC(=O)c2cn(C)c3ccc(S(=O)(=O)N4CCCC4)cc3c2=O)CC1	-4%	0%	-10%
CC(=O)Nc1ccc(Cc2ccc3[nH]c(=O)cc(C)c3c2)cc1	-15%	6%	·
CCn1c(OC)nc2c1c(=O)n(C)c(=O)n2C	-18%	0%	-16%
CCOC(=O)c1cnn2c1[nH]c(=O)c1ccccc12	1%	0%	-26%
CCCn1nc(Oc2nc(NCC)nc(NC(C)C)n2)ccc1=O	-6%	4%	-17%
C/C(=N\NC(=O)C(c1ccncc1)N1CCOCC1)c1ccc(Br)cc1 (stereo unspecified)	-6%	-5%	-2%
CC12CCC(=O)N1C(C(=O)NCc1ccccc1F)CS2 (stereo unspecified)	-4%	2%	-7%
COc1ccc(NC(=O)c2cccnc2SC)cc1OC	-5%	7%	8%
CCc1ccc([C@H]2C(C(=O)O)=C[C@@H](C(C)(C)C)N2S(=O)(=O)c2ccc(C)cc2)cc1	-3%	3%	-22%
CCC(=O)N1CCc2cc(Br)cc(S(=O)(=O)CCC(=O)N(CC)Cc3ccccc3)c21	-5%	6%	?
Cc1cc(CNC(=O)c2ccc3oc(C(C)C)nc3c2)nn1C	0%	1%	4%
CCn1c(Cc2ccccc2)n[nH]c1=S	-1%	·	8%
Cn1c(SCC(=O)O)nnc1-c1ccc(NC(=O)c2ccc(Cl)c(Cl)c2)cc1	0%	-3%	-5%
Cc1ccc(C)c(NC(=S)Nc2ncccc2C)c1	-3%	5%	?
O=C(Nc1nc(-c2ccccc2)cs1)c1ccc(=O)[nH]c1	0%	3%	?
OCC1(CCOc2ccccc2)CCN(Cc2ccccc2OC(F)F)CC1	-3%	2%	?
C=CCOC(=O)c1cn(CC)c2nc(C)ccc2c1=O	-3%	8%	-5%
Cc1nccn1S(=O)(=O)c1ccc(Br)cc1Br	-2%	1%	-17%
O=C(Nc1ccncc1)c1ccc(Cl)cc1	16%	·	-26%
O=C(NNC(=S)Nc1ccc(Cl)cc1Cl)c1ccc(N2CCOCC2)c([N+](=O)[O-])c1	-1%	-3%	-4%
COC(=O)N1C(=O)[C@@](c2ccccc2)(C2CCCCC2)N1C(=O)OC	-3%	·	18µM*
CCOC(=O)/C=C/C(=O)OCC(=O)Nc1c(Cl)cccc1Cl	-7%	-6%	-29%
COc1ccc(NC(=O)CC2Sc3ncnn3C2=O)cc1 (stereo unspecified)	3%	-11%	12µM*
Cc1nn(C(=O)CCC(=O)NCc2ccccc2Cl)c2ccccc12	-2%	1%	14%
Cc1cc(C)c2c(=O)cc(CSc3nnc(-c4ccccc4)n3C)[nH]c2c1	0%	5%	-27%
COc1ccc(CCN=C2SCC(=O)N2Cc2ccccc2)cc1OC	-9%	4%	?
O=C1OC(Nc2ccccn2)c2ccccc21 (stereo unspecified)	2%	1%	-2%
COC(=O)c1cc(C#N)c(=O)[nH]c1C	-2%	6%	-4%
COc1ccc(N(CC(=O)Nc2cc(C)ccc2C)S(=O)(=O)c2c(C)noc2C)cc1	-18%	1%	-27%
Cc1cnc(C(=O)NNC(=O)c2ccc(Br)cc2)cn1	-5%	2%[0.505 µM]	5.8µM*

Looked up above:
Result for COC(=O)N1C(=O)[C@@](c2ccccc2)(C2CCCCC2)N1C(=O)OC in GCN5L2 inh: -3%
Result for CCOC(=O)/C=C/C(=O)OCC(=O)Nc1c(Cl)cccc1Cl in DT40 TDP1 no CPT: -29%

New compounds follow.
SMILES	GCN5L2 inh	TDP1 block	DT40 TDP1 no CPT
C[C@@]12CCC=C[C@H]1[C@H](c1ccc(C(F)(F)F)cc1)N(Cc1ccccc1)C2=O	?	-1%	16µM*
O=C(NCc1ccco1)c1cccnc1Cl	2%	-6%	5%
Cc1cc(/C=N/Nc2ccc([N+](=O)[O-])cn2)c(C)n1-c1cccc(C(=O)O)c1	-14%	·	14%
Cc1cc(C)cc(NC(=O)c2ccc(CNc3c(N4CCOCC4)c(=O)c3=O)cc2)c1	-3%	5%	0%
CCC1(CC)NC(=O)N(CC(=O)OC(C)C(=O)Nc2ccccc2OC)C1=O (stereo unspecified)	1%	1%	-2%
CC(C)(C)c1ccc(NC(=O)C(=O)C2C(=O)Nc3ccccc32)cc1 (stereo unspecified)	-3%	4%	13µM*
Cc1ccc(NC(=O)C2CCN(S(=O)(=O)c3ccc4[nH]c(=O)ccc4c3)CC2)cc1C	-3%	3%	-18%
Cc1c(NC(=O)Nc2ccccc2C(F)(F)F)sc2nc3n(c(=O)c12)CCC(C)CC3 (stereo unspecified)	-4%	0%	13µM*
CC(C)(Cc1ccc(O)cc1)NC(=O)CC(=O)N/N=C/c1ccc(Cl)cc1	-1%	·	18µM*
NS(=O)(=O)c1ccc(CCNC(=O)c2cc(-c3ccccn3)nc3ccc(Br)cc23)cc1	-26%	-3%	?
CC(=O)c1cnc2nc(SCc3ccccc3C)nn2c1C	?	·	?
CCn1cc(C(=O)NCCCN(CC(C)C)CC(C)C)c(=O)c2cc(S(=O)(=O)N3CCc4ccccc4C3)ccc21	3%	0%	-10%
CCOC(=O)C1CCCN(C(=O)Cn2nc(CC)n3c(cc4sccc43)c2=O)C1 (stereo unspecified)	-3%	0%	?
Cc1sc2nc(SCC(N)=O)n(C)c(=O)c2c1C	-1%	2%	-15%
Cc1c(C(=O)N2CCN(c3ccc(F)cc3)CC2)sc2nc3n(c(=O)c12)CCC3	-2%&0%	3%&6%	?
CCOc1cc(N2CCOCC2)c(OCC)cc1NC(=O)c1cccc(N(C)C)c1	-6%	6%	21µM*
CSc1ccccc1NC(=S)NCc1ccc(Cl)cc1	0%	7%[56.1 µM]	-1%
CC1(C)CC(=O)c2c(nc3ccccc3c2N)C1	-12%	6%	-26%
Cc1ccc(-c2csc(NCCn3c(C)nc4cc(C(F)(F)F)ccc43)n2)cc1	-9%	4%	?
O=C(Nc1ccc(SC(F)F)cc1)c1cc(-c2ccncc2)nc2ccccc12	-10%	1%	21µM*
Cc1cc(Nc2cccc(Br)c2)n2c(nc3ccccc32)c1C#N	0%	5%	·
C/C(=N\NC(=S)NC(C)C)c1ccc(C(C)(C)C)cc1	-6%	3%	21µM*
COc1cc2[nH]c(=O)n(Cc3ccc(C(=O)N4CCC(N5CCCCC5)CC4)cc3)c(=O)c2cc1OC	-15%	·	-16%
N#CC(C#N)=C(N)CSc1cccc[n+]1[O-]	-8%	5%	?
CCCCCNC(=O)c1cccc(S(=O)(=O)N2CC3(C)CC2CC(C)(C)C3)c1 (stereo unspecified)	-5%	2%[0.505 µM]	?
CC1CN(S(=O)(=O)c2ccc(C(=O)N(CCCN(C)C)c3nc4c(Cl)cccc4s3)cc2)CC(C)O1 (stereo unspecified)	0%	6%	2%
Cc1cnn(CCC(=O)NNC(=S)NCC(C)C)c1	1%	-1%	26µM*
CCCCCCCCCCCCCC(=O)O[C@H](CC(=O)O)C[N+](C)(C)C	-14%	-4%[56.1 µM]	-21%
CCCCn1c(N)c(N(CC(C)C)C(=O)CSc2n[nH]c(-c3ccc(C)cc3)n2)c(=O)[nH]c1=O	-5%	-8%	-8%

An excerpt; rates above refer to the full screens.
